Bioassay records (PubChem BioAssay)
LDHA inh – blocks human lactate dehydrogenase A. AID 1347041. purified LDHA, NADH/diaphorase-resazurin fluorescence; active compounds read low. actives 0.15% (n = 480,000). activity change, % (values are at about 110 or 230 µM); in the data active = activity change below about -30%; inconclusive = mostly about -25% to -30%;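 note: plate controls were DMSO wells for no effect and wells without enzyme for full effect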
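LDH5 2 nM; NADH 0.06 mM, pyruvate 0.2 mM; 200 mM Tris pH 7.4, EDTA, Tween-20; 5 min RT. Detection: diaphorase 0.133 mg/mL + resazurin 37 µM, fluorescence ex540/em590 at 0 and 20 min; normalized to enzyme-free and DMSO wells.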
POLB inh – inhibitors of human DNA polymerase beta. P06746. Pol beta primer extension/strand displacement, fluorescence kinetic. Potency, µM (series often up to 114 µM), for inactives: top-dose activity change, negative = inhibition, actives largely listed as inhibitors. actives 1.3% (n = 340,000). AID 485314; note: potency is the fitted concentration of half-maximal effect; % is set by controls: 0 for no effect and ±100 for the full control effect
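Human Pol beta at 10 nM; strand-displacement substrate 50 nM final. Compound exposure 15 min at room temperature before start, reaction 10 min at room temperature.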
ERG-DNA inh – ERG Ets/DNA interaction inhibition. P11308. fluorescence polarization, His-ERG Ets domain / labelled DNA. Potency, µM (titrated, usually from 76.9 µM), inactives show at the top dose FP activity, negative = inhibition, actives largely listed as inhibitors. actives 0.028% (n = 370,000). AID 624246; active = well fitted inhibition curve with a large enough effect in the polarisation, with a control signal flat; inconclusive = small, poorly fitted or top-dose-only effect, or effect the other way, or a change in a side signal; inactive = no such curve, though single readings can be large or run the other way; the % refers to the polarisation;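 note: polarization taken with two DNA probes labelled with fluorescein and Texas red; potency is the fitted concentration of half-maximal effect; % of control where 0% means no effect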
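His-tagged ERG Ets domain (1 uM in the protein solution; 300mM KCl, 50mM Tris-HCl, 1mM EDTA, 1mM DTT, pH 7.5) received compound, then a probe mix of 5 nM fluorescein-DNA and 100nM Texas-615-DNA. Fluorescence polarization was read for both dyes.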
APEX1 inh – inhibitors of human APE1 endonuclease. P27695. recombinant APE1, TAMRA/BHQ-2 abasic DNA cleavage fluorescence. Potency, µM (titrated, usually from 65.8 µM), without a hit: at the top dose activity change, negative = inhibition, actives largely listed as inhibitors. actives 0.35% (n = 350,000). AID 2517;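 note: potency is the fitted concentration of half-maximal effect; plate controls were vehicle for no effect and reference inhibitor for full effect; nearly all actives have a fitted effect of over 55% in size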
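0.75 nM APE1 + cpd, 15 min RT; start w/ 50 nM TAMRA/BHQ-2 THF-abasic dsDNA; kinetic fluor 525/598 nm ×3 reads @60 s; Δ(read3−read1); normalized to DMSO and NSC13755 control wells.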
Pol kappa inh – blocks human DNA polymerase kappa activity. purified Pol kappa, fluorescent DNA synthesis assay, 10 min. actives 0.53% (n = 400,000). Potency, µM (top dose mostly 107 µM), for the others: top-dose activity, negative = inhibition, actives largely listed as inhibitors. Q9UBT6; note: potency is the fitted concentration of half-maximal effect; % is set by controls: 0 for no effect and ±100 for the full control effect
Target sequence (Q9UBT6 whole entry, looked up): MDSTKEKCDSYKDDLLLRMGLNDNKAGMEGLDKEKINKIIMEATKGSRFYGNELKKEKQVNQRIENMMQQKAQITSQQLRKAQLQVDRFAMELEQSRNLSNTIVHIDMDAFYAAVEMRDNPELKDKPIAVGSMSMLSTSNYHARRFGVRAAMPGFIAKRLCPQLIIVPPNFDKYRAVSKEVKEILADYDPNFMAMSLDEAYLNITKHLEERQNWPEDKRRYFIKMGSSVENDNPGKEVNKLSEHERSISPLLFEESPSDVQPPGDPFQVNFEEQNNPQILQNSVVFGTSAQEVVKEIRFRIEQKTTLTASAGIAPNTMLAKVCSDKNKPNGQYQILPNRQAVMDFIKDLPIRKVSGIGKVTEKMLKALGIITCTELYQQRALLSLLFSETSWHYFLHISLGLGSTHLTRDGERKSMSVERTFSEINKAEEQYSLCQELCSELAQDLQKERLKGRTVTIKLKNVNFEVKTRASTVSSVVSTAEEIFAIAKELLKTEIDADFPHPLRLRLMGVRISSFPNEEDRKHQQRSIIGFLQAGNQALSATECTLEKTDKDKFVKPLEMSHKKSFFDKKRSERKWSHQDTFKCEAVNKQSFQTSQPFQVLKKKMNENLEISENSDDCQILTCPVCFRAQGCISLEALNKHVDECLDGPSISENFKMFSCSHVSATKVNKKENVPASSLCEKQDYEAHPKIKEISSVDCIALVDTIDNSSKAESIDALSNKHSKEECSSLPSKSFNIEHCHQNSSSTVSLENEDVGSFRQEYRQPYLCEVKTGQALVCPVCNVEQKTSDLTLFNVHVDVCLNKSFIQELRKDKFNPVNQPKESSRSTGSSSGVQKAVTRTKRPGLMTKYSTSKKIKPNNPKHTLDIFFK
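50 nM final substrate added after 15 min RT preincubation of 10 nM Pol kappa with compound; fluorescence read at 0 and 10 min.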
Pol eta inh – blocks human DNA polymerase eta activity | Potency, µM (highest dose often 114 µM), inactives show top-dose activity change, negative = inhibition, actives largely listed as inhibitors | recombinant Pol eta, fluorescent DNA replication assay | actives 1.2% (n = 390,000); note: potency is the fitted concentration of half-maximal effect; % is set by controls: 0 for no effect and ±100 for the full control effect
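Fluorescent replication assay: 50 nM final substrate added after a 15 min room-temperature compound preincubation with 10 nM enzyme. Signal taken at 0 min and again at 10 min.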
ALOX12 inh – blocks human arachidonate 12S-lipoxygenase | P18054 | purified 12hLO, xylenol orange hydroperoxide absorbance | Potency, µM (highest dose often 108 µM), inactives show at the highest dose activity change, negative = inhibition, hits mostly inhibitors | actives 1.1% (n = 580,000) | AID 1671190; note: potency is the fitted concentration of half-maximal effect; % is set by controls: 0 for no effect and ±100 for the full control effect
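Purified human 12hLO (150 nM final) in 25 mM Hepes, 0.01% Triton X-100, pH 7.0 was preincubated 15 min at room temperature with compound. Then 40 uM arachidonic acid was added, 30 min. Hydroperoxide was read by Fe-XO absorbance ratio 573/405 nm.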
RGS4 inhibitor – human RGS4 inhibition. P49798. Potency, µM (doses to about 114 µM), without a hit: top-dose activity change, negative = inhibition, usual class: inhibitors. AID 504845. Transcreener GDP fluorescence polarization, RGS4-accelerated GTP hydrolysis. actives 0.039% (n = 390,000); note: potency is the fitted concentration of half-maximal effect; % is set by controls: 0 for no effect and ±100 for the full control effect; nearly all actives have a fitted effect of over 75% in size; some results filed as inactive show a strong effect at the top dose
Target sequence (P49798 whole entry, looked up): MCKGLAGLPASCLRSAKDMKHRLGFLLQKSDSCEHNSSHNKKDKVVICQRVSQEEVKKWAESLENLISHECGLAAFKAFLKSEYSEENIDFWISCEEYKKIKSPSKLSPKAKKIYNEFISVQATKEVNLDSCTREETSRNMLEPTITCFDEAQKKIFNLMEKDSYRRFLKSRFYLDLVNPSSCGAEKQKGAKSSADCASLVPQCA
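MLSMR compounds (23 nl, pin-transferred) preincubated 10 min at room temperature with a 500nM (2x) first reagent, then RGS4 at 900nM (2x) plus Transcreener GDP mix added; fluorescence polarization (620/688 nm) read before and after 90 min at 30 °C.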
Anesthetic bind – binds horse apoferritin like a general anesthetic | Potency, µM (titrated, usually from 77.5 µM), without a hit: at the top dose activity change, negative = displacement, usual class: inhibitors | apoferritin/1-aminoanthracene competitive binding, fluorescence | P02791 | actives 0.074% (n = 350,000); note: potency is the fitted concentration of half-maximal effect; % is set by controls: 0 for no effect and ±100 for the full control effect; nearly all actives have a fitted effect of over 20% in size
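Probe: 1-aminoanthracene (50% saturated, PBS). Protein: horse-spleen apoferritin, 10 uM. Incubation: 10 min, room temperature. Detection: 380 nm excitation, 535 nm emission. Analysis: normalized response, four-parameter Hill.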
Starred values were filed as active, the others as inactive; ? = inconclusive; . = no result given; & = joins results of further samples; [ ] = remark or other dose. Unless noted, calls come from the whole dose curve; as a rule, active = well fitted curve in the direction sought with a large enough effect; inconclusive = small, poorly fitted or top-dose-only effect, or another doubt; inactive = no such curve, though single readings can be large; an effect the other way counts as inactive or inconclusive.

canonical_smiles | LDHA inh | POLB inh | ERG-DNA inh | APEX1 inh | Pol kappa inh | Pol eta inh | ALOX12 inh | RGS4 inhibitor | Anesthetic bind
COc1cc(O)sc1C=Nc1ccc(Cl)cc1Cl | -5.6 | -2.9% | 2.2% | -2.6% | 2.7% | -2.0% | -7.0% | -11.5% | -6.7%
CCC1c2ccccc2C(=O)C1C(N)=O (centres undefined) | -4.4 | . | 9.9% | . | -10.7% | -10.9% | 4.8% | -8.1% | .
CCC(=O)C1=C(c2ccccc2)N(C(=O)CC)n2c(nnc2-c2ccccc2)S1 | 0.6 | 6.2% | -3.4% | . | 2.6%[60.1 µM] | -0.9% | 3.0% | -15.6% | -1.0%
CC(C)CNC(=O)COC(=O)CCC(=O)c1cccs1 | -7.9 | 50.4% | 4.2% | 3.9% | -21.9% | -10.2% | -3.5% | 7.6% | -4.7%
O=C(Nc1ccccc1)c1ccccc1OCc1ccc(S(=O)(=O)N2CCOCC2)cc1 | -7.4 | -1.3% | -1.9% | 16.6% | -3.1% | -1.2% | -3.2% | 1.4% | -2.0%
CC(=O)OCC(NC(=O)C(CCCCNC(=O)OCc1ccccc1)NC(=O)OC(C)(C)C)C1OC(n2cc(C)c(=O)[nH]c2=O)C(OC(C)=O)C1OC(C)=O (centres undefined) | . | . | . | 2.2% | -1.9% | . | . | 6.3% | -10.2%
CCOC(=O)c1cccc(NC(=O)CN(c2ccc(OC)cc2)S(=O)(=O)c2c(C)noc2C)c1 | -0.6 | 37.0% | -3.6% | -5.6% | -12.2% | -19.0% | -17.8% | -1.8% | 1.9%
CSc1nnc(N(CCC#N)CCC#N)s1 | 3.5 | 8.1% | 6.2% | 4.6% | 17.6% | -6.1% | 22.8% | -0.5% | -7.6%
Cc1ccc(OCCOc2cccc(/C=N/NC(N)=O)c2)cc1 | -3.8 | -4.2% | 14.9% | 34.8% | -3.7% | -18.4% | 0.0% | -3.7% | -2.3%
COc1cccc(C=C2SC(=S)NC2=O)c1 | -13.7 | . | -9.9% | . | -4.1% | 12.0% | -10.1% | -15.0% | .
COc1ccc(N2CCN(C(=O)CSc3nc(-c4ccc(C(C)C)cc4)no3)CC2)cc1 | -5.2 | ? | -6.2% | . | -9.7% | -11.8% | ? | -10.9% | -5.1%
Cc1cccc(CN2CCN(c3ncccn3)CC2)c1 | -19.5 | 2.2% | 4.2% | -8.9% | -11.8% | -2.5% | ? | 0.5% | -7.3%
COc1ccc(NC(=O)N(C)C[C@H]2Oc3c(NC(=O)Nc4c(C)noc4C)cccc3C(=O)N([C@H](C)CO)C[C@@H]2C)cc1 | -7.1 | . | 4.6% | 28.5% | -18.5% | -7.0% | 38.3%[activator] | 10.1% | .
O=C(NCC(=O)N(Cc1ccccc1)C(C(=O)NCC1CCCO1)c1ccccc1)c1ccco1 (centres undefined) | -11.3 | 16.8% | 13.8% | 0.9% | 5.2% | 3.5% | -1.7% | 22.2% | -0.1%
CCn1cc(/C=C(\NC(=O)c2ccccc2OC)C(=O)N2CCN(C)CC2)c2ccccc21 | -2.2 | 38.9% | -0.1% | 31.4% | -4.2% | -12.6% | 13.3% | 6.3% | -14.6%

Further results follow.
canonical_smiles | LDHA inh | POLB inh | ERG-DNA inh | APEX1 inh | Pol kappa inh | Pol eta inh | ALOX12 inh | RGS4 inhibitor | Anesthetic bind
CCN(C(=O)C(=O)Nc1ccc2nc3n(c(=O)c2c1)CCCCC3)c1ccc(F)cc1 | -10.6 | 2.7% | 3.4% | . | -3.7% | -19.0% | -21.4% | -11.4% | -7.2%
CC(CNC(=O)CCc1nnc(CCC2CCCCC2)o1)c1ccccc1 (centres undefined) | -3.6 | 5.3% | 10.0% | 2.5% | -2.6% | -15.2% | 0.4% | -17.5% | ?
O=C(c1ccc(Br)o1)N1CCN(c2ncccn2)CC1 | 0.0 | 1.4% | -8.9% | -0.7% | 4.1% | -11.0% | -13.6% | -11.8% | 3.5%
O=C(CSc1ncn[nH]1)Nc1ccc(OCc2ccccc2)cc1 | -6.9 | 1.5% | -0.3% | -1.1% | -14.0% | -2.1% | -6.4% | 8.2% | ?
COc1cccc(S(=O)(=O)NCC(=O)Nc2ccc(C(C)(C)C)cc2)c1 | -3.0 | ? | 12.4% | 3.4% | -3.8% | -23.0% | -3.1% | 11.8% | ?
CC(C(=O)Nc1ccc2c(c1)OCO2)N(C)CC(=O)Nc1ccccc1Cl (centres undefined) | -3.2 | . | -2.4% | 3.9% | -20.5% | -12.5% | 416.4%[activator] | 27.9% | .
CCOc1cc(NC(=O)c2ccco2)c(OCC)cc1NC(=O)COc1ccccc1C | 0.1 | . | -10.2% | . | -5.5% | -12.9% | -5.1% | -7.6% | .
CC1CCc2cc(F)ccc2N1C(=O)c1cc2nc(-c3ccco3)cc(C(F)(F)F)n2n1 (centres undefined) | -0.2 | 8.9% | 4.7% | -0.4% | 2.3% | -14.2% | 486.3%[activator] | -12.0% | 3.2%
CCOc1ccc(NC(=O)Cn2c(=O)n(CCCC(=O)NC3CCN(Cc4ccccc4)CC3)c(=O)c3ccccc32)cc1 | -11.3 | 39.6% | -3.5% | 16.3% | -3.8% | -5.8% | -9.7% | 1.5% | -12.5%
CCOc1ccc(N2CC(C(=O)NC(C)C)CC2=O)cc1 (centres undefined) | -4.8 | 39.6% | -1.2% | 16.5% | -22.6% | 6.8% | 0.0% | 22.7% | -8.9%
CN=C1S/C(=C\c2cccc(Cl)c2Cl)C(=O)N1C | -5.2 | . | -9.3% | . | 4.5% | -2.2% | 39.8%[activator] | 2.2% | .
COc1ccc(OCc2nnc(SCC(=O)N3CCCc4ccccc43)n2-c2ccc(C)cc2)cc1 | -0.1 | 0.3% | -1.7% | -0.5% | -15.3% | -9.0% | -24.0% | 2.5% | 83.5%[activator]
COC(CNS(=O)(=O)c1ccc(S(=O)(=O)NC2CC2)cc1)OC | -2.7 | 13.5% | 2.6% | 16.7% | 0.3% | -15.4% | 9.2% | 1.3% | -3.4%
Cc1cc(C)nc(SCC(=O)Nc2ccc(S(=O)(=O)NCCO)cc2)n1 | -9.2 | -0.1% | -4.2% | 4.6% | 0.9% | -2.1% | -21.9% | -5.3% | -6.6%
CCCCCCCCC(=O)N/N=C(\C)c1cccnc1 | 2.3 | -0.3% | -2.5% | -2.6% | 0.0% | 1.0% | -23.5% | -8.8% | ?

Copied from the list:
Value for O=C(CSc1ncn[nH]1)Nc1ccc(OCc2ccccc2)cc1 under RGS4 inhibitor: 8.2%
Value for CC(CNC(=O)CCc1nnc(CCC2CCCCC2)o1)c1ccccc1 (centres undefined) under RGS4 inhibitor: -17.5%

Carrying on:
canonical_smiles | LDHA inh | POLB inh | ERG-DNA inh | APEX1 inh | Pol kappa inh | Pol eta inh | ALOX12 inh | RGS4 inhibitor | Anesthetic bind
Cn1c2c(c(=O)n(C)c1=O)C(c1ccc(Cl)cc1)C(C#N)=C(N)O2 (centres undefined) | 5.4 | -1.2% | 0.9% | 3.1% | 2.2% | 2.9% | ? | -25.1% | -12.9%
CC(=O)C[C@H]1c2cc(C(F)(F)F)ccc2S(=O)(=O)N1C1CCCC1 | -0.3 | . | -5.8% | . | -2.7%&-17.1% | -12.1% | 3.2% | -10.8% | .
O=C(N/N=C/c1ccc([N+](=O)[O-])o1)C(O)c1ccccc1 (centres undefined) | 1.8 | 0.8% | -6.8% | -2.7% | 4.7% | 5.7% | 0.0% | -17.4% | 6.0%
O=C(O/N=C1\CCCc2ccccc21)c1cccs1 | -13.3 | 32.5% | -2.4% | 0.6% | -5.7% | -2.7% | -9.4% | 16.8% | ?
OC(CCCN1CCCCC1)(c1ccccc1)c1ccccc1 | -1.2 | 0.9% | 2.3% | ? | -18.2% | -3.2% | 12.7% | -1.0% | -3.4%
COc1ccc(CCC(=O)NCc2ccc3c(c2)OCO3)cc1 | -3.2 | 14.8% | 2.6% | 15.4% | -10.0% | 2.5% | 2.3% | 26.0% | -9.1%
Cc1ccc(C(=O)Nc2ccc3nc(SCC(=O)N4CCc5ccccc54)sc3c2)cc1 | 3.1 | ? | 1.8% | . | -3.0% | -7.8% | -4.6% | -14.7% | 10.1%
O=C(CCS(=O)(=O)Cc1ccccc1)Nc1nc2c(s1)CCCC2 | -3.5 | 16.1% | . | 7.2% | -8.5% | -2.5% | -9.1% | 4.1% | -3.2%
N[C@@H](CCC(=O)N[C@H](CSN=O)C(=O)NCC(=O)O)C(=O)O | . | 16.5%[57.1 µM] | . | -0.1% | -9.8%[60.1 µM] | -2.7%[57.1 µM] | . | ? | .
COCCCNC(=O)CCc1nnc(Cc2ccc(-c3ccccc3)cc2)o1 | -1.4 | 3.2% | -11.0% | -2.0% | -9.8% | -13.7% | 0.0% | -22.8% | -5.8%
O=C(CCN1C(=O)/C(=C/c2ccc(Cl)cc2)SC1=S)Nc1cccc(C(=O)O)c1 | -0.2 | -9.6% | 61.8%[activator] | ? | -14.6% | 89.1µM* | -26.8% | ? | 1.7%
COCCCNc1nc2c(c(=O)n(Cc3ccc(Cl)cc3)c(=O)n2C)n1C | 1.9 | 30.8% | -11.6% | 56.5%[activator] | 12.6% | -4.7% | 3.7% | -3.9% | -4.4%

These rows are one share of the data, so the mix of outcomes need not match the whole.
